DUSP3 inh: DUSP3 (human) phosphatase inhibition | P51452 | inhibition, % at 13.3 µM | hit rate 0.52% among 290,000 | recombinant VHR phosphatase, pNPP absorbance; in the data active = inhibition above about 50%; also: some compounds called inactive have numbers as strong as hits
Target sequence (P51452 whole entry, looked up): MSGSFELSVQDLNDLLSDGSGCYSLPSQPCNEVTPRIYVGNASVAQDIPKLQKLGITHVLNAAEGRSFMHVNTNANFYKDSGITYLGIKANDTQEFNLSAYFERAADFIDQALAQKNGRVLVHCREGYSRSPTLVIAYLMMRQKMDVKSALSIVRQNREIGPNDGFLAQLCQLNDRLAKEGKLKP
Anthrax LF prot: anthrax lethal factor protease inhibition. inhibition, % at 10 µM. hit rate 0.12% among 360,000. P15917. multiplex microsphere protease cleavage assay, LF; also: plate controls were buffer without enzyme for full effect and enzyme alone for no effect
PrPC TRFRET: inhibitors of human cell surface prion protein PrPC | P04156 | TR-FRET read-out | hit rate 0.43% among 370,000 | inhibition, % at 13.8 µM; in the data active = inhibition above about 24%; also: 0% = median of the test wells and 100% = reference compound wells
CCHFV vOTU inh: CCHFV vOTU protease inhibition; Pep-AMC fluorescence; inhibition, % at 11.5 µM; hit rate 0.55% among 370,000; AID 651958; in the data active = inhibition above about 30%; also: 0% = vehicle wells with enzyme and 100% = no enzyme wells
Rv3671c inh: inhibitors of M. tuberculosis serine protease Rv3671c; P9WHR9; inhibition, % at 5.96 µM; hit rate 0.048% among 320,000; in the data active = inhibition above about 38%;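 also: extracellular domain of Rv3671c used as enzyme; 0% = enzyme with DMSO and 100% = no enzyme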
Target sequence (P9WHR9 whole entry, looked up, the tested form may be a part): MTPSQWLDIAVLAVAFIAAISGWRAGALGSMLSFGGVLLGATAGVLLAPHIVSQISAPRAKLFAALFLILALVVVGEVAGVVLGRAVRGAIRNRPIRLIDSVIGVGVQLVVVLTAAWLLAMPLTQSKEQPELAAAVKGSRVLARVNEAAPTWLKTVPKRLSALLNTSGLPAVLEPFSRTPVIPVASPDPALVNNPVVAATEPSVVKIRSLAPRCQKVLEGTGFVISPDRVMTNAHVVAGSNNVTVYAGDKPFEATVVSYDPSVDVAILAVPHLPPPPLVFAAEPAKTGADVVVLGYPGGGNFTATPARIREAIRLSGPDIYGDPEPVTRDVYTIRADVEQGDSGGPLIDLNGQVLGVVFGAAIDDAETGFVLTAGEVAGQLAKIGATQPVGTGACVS
3CLpro inhibitor: SARS-CoV 3CLpro protease inhibition; AID 1706; P0C6X7; recombinant SARS-CoV 3CLpro, quenched FRET peptide cleavage; hit rate 0.14% among 290,000; inhibition, % at 6 µM; in the data active = inhibition above about 12%
MazF activator: increases E. coli MazEF RNase cleavage of RNA; P0AE70; FAM/BHQ RNA-DNA oligo cleavage fluorescence, 5 h; activation, % at 20 µM; hit rate 0.32% among 350,000; in the data active = activation above about 50%
Target sequence (P0AE70 whole entry, looked up): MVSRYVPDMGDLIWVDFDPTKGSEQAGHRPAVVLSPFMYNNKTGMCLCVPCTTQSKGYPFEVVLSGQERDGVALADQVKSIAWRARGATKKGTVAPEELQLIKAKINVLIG
BoNT-A LC inh2: BoNT A light chain protease inhibition. multiplex microsphere protease substrate cleavage, flow cytometry. inhibition, % at 10 µM. hit rate 0.17% among 360,000. AID 588499; also: plate controls were buffer without enzyme for full effect and enzyme alone for no effect
BoNT-F LC inh: blocks Botulinum neurotoxin F light chain protease | inhibition, % at 10 µM | Multiplex microsphere protease cleavage assay, flow cytometry | hit rate 0.22% among 360,000; in the data active = inhibition above about 35%, passing the limit was not always enough; inconclusive = no clear call, values can overlap the other calls; also: plate controls were buffer without enzyme for full effect and enzyme alone for no effect
PriA SSB inh: blocks PriA binding to SSB C-terminal tail. AlphaScreen SSBct-PriA binding, biotinylated peptide. inhibition, % at 33 µM. hit rate 0.6% among 430,000. AID 1272365; in the data active = inhibition mostly above about 37%, no sharp cut-off; inactive = mostly below about 20%;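 also: plate controls were negative control peptide for no effect and reference peptide for full effect; strong numbers were not always called active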
Numbers without * were called inactive; ? = inconclusive; . = no result given; & = joins results of further samples. Rule as the data show it, unless noted: active = inhibition above about 30%; inconclusive = no clear call, values can overlap the other calls; inactive = below that. This is a subset (hit frequency here may not be typical).

SMILES	DUSP3 inh	Anthrax LF prot	PrPC TRFRET	CCHFV vOTU inh	Rv3671c inh	3CLpro inhibitor	MazF activator	BoNT-A LC inh2	BoNT-F LC inh	PriA SSB inh
O=C(NCc1ccco1)C1CCCN(S(=O)(=O)c2cccc3nonc23)C1 (centres undefined)	4	.	-23	-2	-6	-1	-7	.	.	-16&-1
CC(=Nc1ccc(Br)cc1)c1sc2ccccc2c1O	-2	-2	14	-3	2	1	-34	0.0	-4	-6
COc1cc(OC)c(NC(=O)N2CCOCC2)cc1Cl	18	13	5	-7	.	2	6	-1.7	?	-4
C#CCOCCOCCOCCNc1nc(N2CCN(C(=O)Cn3cc(CC(C)O)nn3)CC2)nc(N2CCN(C(=O)[C@H](C)n3cc(CCCN=C(N)N)nn3)CC2)n1 (some centres undefined)	15	.	.	.	0	-4	5	.	.	-1
CCOc1ccc(NC2c3ccccc3C(=O)N2Cc2ccc3c(c2)OCO3)cc1 (centres undefined)	46	-9	5	-2	-3	5	-1	0.0	3	13
COc1ccc2cnnc(SCC(=O)Nc3ccc(C(=O)O)cc3)c2c1OC	42	-1	9	3	2	0	4	-0.9	-4	7
COCc1ccc(C(=O)N2CCCC(CCC(=O)NCc3ccccc3F)C2)o1 (centres undefined)	35	0	7	-14	10	5	-7	-1.3	-1	-2
Cn1nnc(C(O)CNCc2ccc(Cl)cc2)n1 (centres undefined)	16	0	-2	-4	0	3	0	-0.3	-2	-2
CCCCCC(=O)NNC1CC(=O)N(c2ccccc2)C1=O (centres undefined)	22	.	-10	4	9	-3	5	.	.	-12
O=C(c1ccc(NS(=O)(=O)/C=C/c2ccccc2)cc1)N1CCCCC1	.	-3	8	20	1	.	3	-4.0	-15	2
CN(Cc1ccccc1)c1ccc2nnc(-c3ccccc3)n2n1	-15	-7	7	7	-2	-1	13	-0.2	-10	-13
O=C(c1ccco1)N(CCC(c1ccccc1)c1ccco1)Cc1ccco1 (centres undefined)	24	.	10	2	-1	-4	-2	.	.	2
Cc1ccc(C(=O)NNC(=O)CCC(=O)Nc2cccc(Cl)c2C)cc1	-13	0	7	4	-3	1	0	0.4	0	-9
COc1ccc(CNCCS(=O)(=O)NC2CCCC2)cc1	.	-2	3	3	.	.	3	-0.6	-7	9
O=C(Nc1ccc2c(c1)nc1n2CCOC1)c1ccccc1	17	-1	-7	-8	-7	0	-1	0.1	-8	-14
CCc1ccc(NC(=O)c2noc3c2CCC3)cc1	16	1	-6	9	1	3	0	0.0	0	-6
O=C(COc1ccc(N2C(=O)c3ccccc3C2=O)cc1)c1ccccc1	0	-4	10	-8	2	0	6	0.0	3	-24
Clc1ccc(-c2csc(Nc3ccccc3)[n+]2Cc2ccco2)c(Cl)c1	5	-10	7	2	.	6	4	0.3	-4	3
O=C1NCC(COCc2ccco2)O1 (centres undefined)	8	-2	-1	-15	-2	1	8	-0.7	-9	-11
O=C(Nc1ccc(Cl)cc1)N1CCCC(Cn2cccc2)C1 (centres undefined)	5	.	3	-5	-11	2	-18	.	.	4
CN(CC(=O)Nc1c(Cl)cccc1Cl)C(=O)CNC(=O)c1ccco1	.	-6	-1	3	1	.	6	3.7	2	3
COc1cc(NC(=O)CSc2nccc(C)n2)c(C)cc1[N+](=O)[O-]	-13	0	-10	6	2	-1	-3	1.8	1	-5
CC(=O)NS(=O)(=O)c1ccc(NC(=O)c2cc3c(=O)n4ccccc4nc3s2)cc1	16	0	-7	-6	13	-2	-16	-0.6	2	0
CCOc1ccc(N(CC(=O)NCc2ccccc2C)S(C)(=O)=O)cc1	2	-22	3	-7	-2	5	-1	2.1	-5	-17
Cc1cc(C)c(S(=O)(=O)Cc2ccccc2)c(Cl)n1	74	3	-3	-22	-2	-4	1	0.7	-4	6
O=C(Nc1ccc([N+](=O)[O-])cc1)C(c1ccccc1)c1ccccc1	.	-4	3	13	.	.	6	0.2	-2	.
O=c1[nH][nH]cc1C=NCc1cccc(C(F)(F)F)c1	17	-2	-3	-1	0	1	4	-0.4	0	-3
O=S(=O)(O)c1ccc2c(c1)C(C(Cl)(Cl)Cl)OC(C(Cl)(Cl)Cl)O2 (centres undefined)	.	-8	9	0	.	.	2	-1.1	-1	2
O=C(CSc1nnc(CCCN2C(=O)c3cccc4cccc(c34)C2=O)n1-c1ccccc1)N1CCCCC1	13	0	-3	-5	0	-1	1	0.8	0	3
O=C(Nc1ccc2c(c1)OCO2)c1cccc(S(=O)(=O)N2CCCC2)c1	-5	-7	16	25	0	-1	0	2.3	0	-1

The list goes on; the last 7 above are carried over.
SMILES	DUSP3 inh	Anthrax LF prot	PrPC TRFRET	CCHFV vOTU inh	Rv3671c inh	3CLpro inhibitor	MazF activator	BoNT-A LC inh2	BoNT-F LC inh	PriA SSB inh
CCOc1ccc(N(CC(=O)NCc2ccccc2C)S(C)(=O)=O)cc1	2	-22	3	-7	-2	5	-1	2.1	-5	-17
Cc1cc(C)c(S(=O)(=O)Cc2ccccc2)c(Cl)n1	74	3	-3	-22	-2	-4	1	0.7	-4	6
O=C(Nc1ccc([N+](=O)[O-])cc1)C(c1ccccc1)c1ccccc1	.	-4	3	13	.	.	6	0.2	-2	.
O=c1[nH][nH]cc1C=NCc1cccc(C(F)(F)F)c1	17	-2	-3	-1	0	1	4	-0.4	0	-3
O=S(=O)(O)c1ccc2c(c1)C(C(Cl)(Cl)Cl)OC(C(Cl)(Cl)Cl)O2 (centres undefined)	.	-8	9	0	.	.	2	-1.1	-1	2
O=C(CSc1nnc(CCCN2C(=O)c3cccc4cccc(c34)C2=O)n1-c1ccccc1)N1CCCCC1	13	0	-3	-5	0	-1	1	0.8	0	3
O=C(Nc1ccc2c(c1)OCO2)c1cccc(S(=O)(=O)N2CCCC2)c1	-5	-7	16	25	0	-1	0	2.3	0	-1
CCCC(=O)Nc1ccc2c(c1)nc(CN1CCCC1)n2C	-12	-1	-1	-7	0	-3	9	1.3	-2	-6
Cc1ccc(C)c(N2CCN(C(=O)CCc3nc(-c4ccccc4F)no3)CC2)c1	.	-10	-9	9	.	.	7	-0.5	-2	-4
Cc1csc2nc(CNS(=O)(=O)N(C)C)cn12	34	6	-7	6	2	0	17	-0.5	-5	7
Cc1cc(NC(=O)CSc2nnc(-c3c[nH]c4ccccc34)n2-c2ccc(Cl)cc2)no1	10	0	-1	-4	-10	-2	-3	-0.3	-9	-7
CC(=O)Nc1ccc2c(c1)CN(c1cc(C)ccc1C)CO2	21	1	9	-1	4	2	13	-0.6	-2	22
Nn1c(Cc2cccc3ccccc23)nnc1SCc1c(F)cccc1Cl	-2	-1	5	-6	2	-4	4	1.9	27	-4
O=S(=O)(NCCc1ccccc1)c1ccc(Br)cc1	2	-7	-2	-6	-3	-5	7	0.8	?	-15
CN(C)CCCNc1oc(-c2ccccc2Cl)nc1S(=O)(=O)c1ccc(F)cc1	36	5	-5	16	-1	-2	10	0.0	-3	6
Clc1ccc(-c2nnc(CNC3CC3)o2)cc1	-4	1	9	3	6	0	1	0.2	2	-3
CCOC(=O)CNC(=O)C(Cc1ccccc1)NS(=O)(=O)c1ccc2c(c1)CCC(=O)N2 (centres undefined)	.	-4	-2	8	-3	-3	-2	0.4	-4	-8
Cc1c(CCC(=O)O)c(=O)oc2cc3occ(-c4ccc(Cl)cc4)c3cc12	31	-6	8	18	-16	7	1	-3.0	?	4
CC(Oc1ccccc1F)c1nnc(SCC(=O)Nc2ccc(N3CCOCC3)cc2)o1 (centres undefined)	.	-7	3	3	0	.	5	-0.8	-14	7
CCOC(=O)N(C)S(=O)(=O)c1ccccc1[N+](=O)[O-]	5	0	-10	0	4	2	0	-0.3	-1	-5
CC(C)C(C(=O)NCc1ccco1)N(C(=O)CNS(=O)(=O)c1ccccc1)C1CCCC1 (centres undefined)	3	-4	6	19	1	-1	2	-0.2	4	0
Cc1cc2nc(C(C)(C)C)cc(N)n2n1	24	-3	-4	-15	11	3	14	-1.0	-5	-9
COc1cccc(/C=N/Nc2nnc3c(n2)[nH]c2ccccc23)c1OC	12	0	-6	4	-1	2	18	-0.6	-3	.
CCCCCc1ccc(CC(=O)O)cc1	8	-6	-3	6	4	2	1	?	-5	0
O=C(CSc1ccc2nnc(-c3cccnc3)n2n1)Nc1ccccc1F	.	3	-9	13	.	.	-8	0.3	-2	.
CC(=O)Nc1c2c(nn1-c1ccc(C)cc1C)CSC2	2	2	-2	-18	0	1	3	0.0	-1	-10
Cc1cccc([C@@H]2[C@@H]3C(=O)N(Cc4ccccc4)C(=O)[C@@H]3[C@]3(Cc4ccccc4)C(=O)N(c4cccc(Cl)c4)C(=O)N23)c1	.	3	8	6	-11	.	-6	-0.1	-5	1
Nc1nc(C(F)(F)F)cc(=O)n1N	10	-2	8	9	0	2	8	-0.6	-4	-9
O=C(N/N=C/c1c(O)n(Cc2ccccc2)c(=O)[nH]c1=O)c1ccccc1O	15	0	7	10	-30	-6	3	-0.8	-7	.
Cc1c(NC(=O)c2ccc(NS(=O)(=O)c3ccc(F)c(F)c3)cc2)c(=O)n(-c2ccccc2)n1C	.	4	5	14	12	.	0	1.9	12	-8
O=C(Cn1cnc2c(NC(=O)OCc3ccccc3)ncnc21)NCc1ccccn1	.	1	-5	-5	-4	.	7	0.0	-6	-7
COc1cc(C(c2sc3nc(C)nn3c2O)N2CCN(c3ccccc3)CC2)cc(OC)c1OC (centres undefined)	39	-5	-8	7	1	2	7	0.2	-6	-2
CN1CCCN(c2cc(-c3ccc4ccccc4c3)nc3ccnn23)CC1	.	-145	1	-18	.	.	.	7.1	-151	.
O=C1Nc2ccccc2N(O)N1c1cc(-c2ccccc2)[nH]n1	12	0	6	-8	-4	2	0	1.1	-5	-14
COc1cc2c(cc1[N+](=O)[O-])-c1ccc([N+](=O)[O-])cc1C2	.	0	-21	-6	.	.	.	1.0	-5	.
COc1ccccc1CNC(=O)c1ccccc1OC	28	-1	0	2	-10	2	4	0.2	-2	-6
COC(=O)c1ccc2c(=O)n(CC3CCCO3)c(=S)[nH]c2c1 (centres undefined)	11	2	-1	-8	-4	2	-2	0.6	6	8
CCOC(=O)c1nc(C)nc(Sc2n[nH]c(-c3ccccc3)n2)c1C	3	-7	11	-5	5	3	-1	0.3	-2	-17
CC(C)=CCc1c(O)ccc(C2COc3c(CC=C(C)C)c(O)cc(O)c3C2=O)c1O (centres undefined)	.	-4	5	8	-4	.	10	-0.2	-8	7
Cc1cccc(NC(=O)CSc2nc(NS(=O)(=O)c3ccccc3)cc(=O)[nH]2)c1	6	-6	9	-2	-44	4	-4	-0.7	-6	-7
Cc1noc(C)c1C(=O)OCC(=O)NCCc1ccc(S(N)(=O)=O)cc1	.	-4	4	-10	4	.	-7	0.1	-4	-4
CC1CC1C(=O)OCC(=O)NC(=O)NC12CC3CC(CC(C3)C1)C2 (centres undefined)	11	-4	2	-6	-6	5	6	-0.9	1	-2
CCN1CCN(CC(=O)Nc2ccc(S(=O)(=O)N3C(C)CCCC3C)cc2)CC1 (centres undefined)	2	3	-11	-1	-10	1	-3	-3.1	1	-3
O=C(O)c1cccc(NC(=O)c2cccc(NC(=O)C3CCCO3)c2)c1 (centres undefined)	18	-8	4	-14	0	5	0	-0.8	-4	-4
Cc1ccc2c(=O)cc(C(=O)Nc3ccc(S(=O)(=O)Nc4onc(C)c4C)cc3)oc2c1	4	-3	-24	18	-4	1	4	-0.1	-6	-5
Cc1ccc(Cl)cc1NC(=O)c1ccccn1	5	1	-14	-7	1	3	1	0.5	0	-35
Cc1ccccc1-n1c(SCC(=O)N/N=C/c2c(C)nn(-c3ccccc3)c2C)nc2ccccc2c1=O	-4	-4	12	11	-70	0	-10	-0.8	-6	.
COc1ccc(CCN(C)C(=S)NC(=O)c2ccc(F)cc2Cl)cc1OC	22	-5	7	-2	-7	3	-1	-0.7	-7	-3
